Source: PubChem BioAssay
DYRK1A inh: Dyrk1A (rat) kinase inhibition | Q63470 | inhibition, % at 12.5 µM | ADP-Glo luminescence, NFATc1 peptide | 310,000 compounds, 0.43% hits; in the data active = inhibition above about 50%;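 also: plate controls were vehicle with enzyme for no effect and no enzyme for full effect; many of its hits are not listed in these tables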
KCNQ1 act: potentiates or activates the human KCNQ1 potassium channel. P51787. B-score at 10 µM. 310,000 compounds, 0.35% hits. CHO-K1 KCNQ1, thallium flux FluxOR fluorescence; active compounds read high. AID 2648;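 active = fluorescence ratio B-score, a plate-corrected score, at least three library SD, with initial intensity B-score within 5 SD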
Target sequence (P51787 whole entry, looked up): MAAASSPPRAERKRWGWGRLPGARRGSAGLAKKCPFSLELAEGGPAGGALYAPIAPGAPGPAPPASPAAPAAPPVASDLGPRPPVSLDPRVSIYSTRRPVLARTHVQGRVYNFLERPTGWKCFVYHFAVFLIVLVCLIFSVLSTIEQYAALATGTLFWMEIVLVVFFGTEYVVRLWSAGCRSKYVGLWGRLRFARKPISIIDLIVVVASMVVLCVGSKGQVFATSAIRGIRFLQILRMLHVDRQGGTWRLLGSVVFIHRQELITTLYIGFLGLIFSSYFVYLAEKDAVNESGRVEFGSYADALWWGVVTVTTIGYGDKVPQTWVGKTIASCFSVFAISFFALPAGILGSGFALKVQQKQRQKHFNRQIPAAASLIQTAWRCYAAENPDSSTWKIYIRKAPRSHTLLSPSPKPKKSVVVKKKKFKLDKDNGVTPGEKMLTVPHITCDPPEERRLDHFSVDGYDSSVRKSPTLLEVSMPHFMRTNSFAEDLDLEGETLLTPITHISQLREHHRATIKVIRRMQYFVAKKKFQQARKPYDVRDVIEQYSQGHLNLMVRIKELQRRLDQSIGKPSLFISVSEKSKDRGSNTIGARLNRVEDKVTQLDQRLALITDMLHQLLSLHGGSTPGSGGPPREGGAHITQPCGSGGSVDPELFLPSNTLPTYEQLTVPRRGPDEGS
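assay system = KCNQ1-transfected CHO-K1 cells | medium = assay buffer with matched DMSO | probe or stimulus = depolarizing K+/Tl+ stimulus, K2SO4 and Tl2SO4 each 12.5 mM in 5x stock | dosing = single dose | incubation = dye 90 min, compound 20 min, room temperature | detection = kinetic FluxOR fluorescence, 10 s baseline plus 110 s post-stimulus | evaluation = ratio B score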
TRPC4 act: activators of mouse TRPC4 channel; Q9QUQ5; HEK293 TRPC4beta/mu-opioid, Fluo4 calcium fluorescence; active compounds read high; B-score at 10 µM; 310,000 compounds, 0.49% hits; AID 2237;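 active = B-score above 5 SD of library B-scores, and initial fluorescence ratio not above library mean plus 5 SD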;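 also: positive B-score marks a calcium rise read as TRPC4 activation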
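System: HEK293 cells stably co-expressing mouse TRPC4beta and mu-opioid receptor; Schedule: Fluo4 dye loading 45 min at room temperature, 110 s recording; Detection: Fluo4 fluorescence, kinetic; Evaluation: B-scored integrated calcium fluorescence ratio; Controls: buffer (low) and maximal DAMGO (high).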
KCNK3 block: human KCNK3 channel inhibition, primary screen; O14649; CHO-KCNK3 thallium flux, FluxOR fluorescence; active compounds read low; B-score at 10 µM; 340,000 compounds, 0.84% hits; AID 602410;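 active = B-score under library mean minus 4 SD, starting fluorescence ratio at most library mean plus 5 SD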;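 also: more negative B-score means stronger inhibition of thallium flux through KCNK3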
Target sequence (O14649 whole entry, looked up): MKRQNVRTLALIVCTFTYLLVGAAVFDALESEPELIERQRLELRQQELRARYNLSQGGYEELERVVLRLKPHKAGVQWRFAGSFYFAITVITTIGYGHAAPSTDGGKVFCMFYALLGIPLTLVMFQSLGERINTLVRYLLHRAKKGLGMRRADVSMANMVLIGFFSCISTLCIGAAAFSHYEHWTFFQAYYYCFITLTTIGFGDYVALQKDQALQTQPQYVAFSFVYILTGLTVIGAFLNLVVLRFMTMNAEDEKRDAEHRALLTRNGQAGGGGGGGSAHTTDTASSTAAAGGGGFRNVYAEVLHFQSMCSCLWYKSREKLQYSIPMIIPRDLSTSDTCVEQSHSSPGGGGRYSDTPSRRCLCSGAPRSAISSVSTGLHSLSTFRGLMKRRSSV
hERG rescue: hERG (human) protection from proarrhythmic block. CHO-hERG, FluxOR thallium flux, dofetilide IC70 present. activation (rescue from dofetilide block), less the hit threshold, % at 10 µM. 310,000 compounds, 0.51% hits;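 active = activation above the mean of controls blocked by dofetilide plus 5 SD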;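 also: thallium influx through hERG after potassium depolarization seen as dye fluorescence rise; in these data hits start at about 4.7%; inactives centre near -7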
TRPC4 potent: allosteric potentiators of mouse TRPC4 channel. HEK293 TRPC4beta/mu-opioid, DAMGO EC20, Fluo-4 Ca2+ flux; active compounds read high. 310,000 compounds, 0.42% hits. B-score at 10 µM. Q9QUQ5;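 active = B-score of calcium response area above 5 SD of library B-scores, with initial fluorescence ratio within 5 SD of library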;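 also: B-score of integrated fluorescence ratio over time as area under calcium response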
KCNQ1 block: blocks the human KCNQ1 potassium channel; 310,000 compounds, 1.3% hits; B-score at 10 µM; P51787; CHO-K1 KCNQ1, FluxOR thallium flux fluorescence; active compounds read high; AID 2642;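 active = compounds whose thallium flux B-score, printed positive for inhibition, exceeds three library SD while starting fluorescence stays within three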;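 also: channel opened by potassium depolarization with thallium stimulus after 20 min compound exposure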
Platelet DG rel: platelet dense granule release activity; human platelet-rich plasma, SFLLRN dense granule ATP release, luminescence; inhibition, %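 (compounds screened at 7.5 µM in platelet-rich plasma)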; 300,000 compounds, 0.22% hits;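 active = mean replicate score, as percent of positive control, at or above 50; inconclusive = mean below 50 but at least one replicate at or above 50; inactive = mean and every replicate below 50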
PolyA inhibitor: blocks polyadenylation in yeast reporter cells; S. cerevisiae SKY197-pL101 polyadenylation reporter, beta-gal luminescence; efflux-impaired pdr1/pdr3 knockout yeast; score 100 = 6 SD above DMSO; calls only at 12 µM; 300,000 compounds, 0.02% hits;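 active = lowest replicate activity score at least 50, where 100 means six control SD above control mean; inconclusive = lowest score under 50 but half or more replicates reach 50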;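 also: yeast exposed to compound for 9 h at 30 °C; higher score means more reporter readthrough which indicates perturbed polyadenylation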
KCNK9 block: human KCNK9 channel inhibition | AID 488922 | B-score at 10 µM | HEK293 KCNK9, FluxOR thallium flux fluorescence; active compounds read low | 310,000 compounds, 1.2% hits;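 active = ratio B-score over 3 SD below the library mean, with starting fluorescence within 5 SD of its mean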;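 also: negative B-score means less thallium flux so channel inhibition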
TRPC4 block: inhibitors of mouse TRPC4 channel | Q9QUQ5 | HEK293 TRPC4beta/mu-opioid, DAMGO-evoked Fluo4 calcium flux; active compounds read low | B-score at 10 µM | 300,000 compounds, 0.39% hits | AID 2247;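 active = B-score over 3 SD under the library average, no early fluorescence shift, positive overall ratio signal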
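test system = HEK293 cells with stable TRPC4beta plus mu-opioid receptor expression | detection = Fluo4 Ca2+ flux fluorescence | read-out = integrated fluorescence ratio relative to baseline, converted to per-well B score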
* hit, by the source's call; i = inactive; ? = inconclusive; . = no result given. This is a subset; the hit share may differ from the screen's.

canonical_smiles,DYRK1A inh,KCNQ1 act,TRPC4 act,KCNK3 block,hERG rescue,TRPC4 potent,KCNQ1 block,Platelet DG rel,PolyA inhibitor,KCNK9 block,TRPC4 block
CC(C)c1nc(SCC(=O)Nc2ccc([N+](=O)[O-])cc2Br)n[nH]1,.,i,i,i,8.6*,i,i,4,i,i,i
O=C(COC(=O)CC1CC2CCC1C2)Nc1ccc(F)cc1 (stereo unspecified),-56,i,i,i,1,i,i,-4,.,i,i
NC(=O)N/N=C/c1sc(=O)n(-c2ccccc2)c1Cl,6,i,i,i,-9,i,i,3,i,i,i
O=C(NC(=S)NC1CCCCC1)c1ccccc1[N+](=O)[O-],.,i,i,i,-1,i,i,4,i,i,i
CCOc1cc(N2CCOCC2)c(OCC)cc1NC(=O)c1ccc2ccccc2n1,38,i,i,i,-9,11*,i,5,i,i,i
CCOC(=O)c1oc2ccc(S(=O)(=O)n3nc(-c4ccccc4)cc3N)cc2c1C,0,i,i,i,-10,i,i,10,i,i,i
N#CC1=C(N2CCCCC2)c2cc3c(n2C1=O)CCCC3,28,i,i,i,-10,i,i,5,i,i,i
Cn1nc(C(=O)N2CCN(c3ccccc3F)CC2)c2c1-c1ccccc1S(=O)(=O)C2,.,i,i,i,-10,i,i,0,i,i,i
CC(C)(C)OC(=O)N1CCC(c2cc(-c3cccs3)n[nH]2)CC1,-3,i,i,i,-12,i,i,17,i,i,i
CCCCN(C(=O)c1ccc2c(c1)S(=O)(=O)N=C1CCCCCN12)c1c(N)n(CCCC)c(=O)[nH]c1=O,-11,i,i,i,-4,i,i,-1,i,i,i
CN1CCN(NC(=S)NC2CCCC2)CC1,0,i,i,i,0,i,i,12,i,i,i
Cc1ccc(CCNC(=O)CN(c2ccc(C)cc2)S(=O)(=O)c2c(C)noc2C)cc1,-5,i,i,i,-7,i,i,12,i,i,i
COc1ccc(C2=NN(Cc3ccccc3)C3C(=O)NC(=O)C23)cc1 (stereo unspecified),-10,i,i,i,-1,i,i,1,i,i,i
CCOc1cc(N2CCOCC2)c(OCC)cc1NC(=O)COc1cccc2cccnc12,2,i,i,i,-27,i,i,-1,i,i,i
COCCCNC(=O)Nc1ccc(Br)cc1Cl,5,i,i,i,-14,i,i,7,i,i,i
Nc1ccc(C(=O)Nc2ccc(Nc3ccncc3)cc2)cc1,-1,i,i,i,-11,i,i,0,i,i,i
CC(=O)NC(Cc1c[nH]c2ccccc12)C(=O)NCc1ccc2c(c1)OCO2 (stereo unspecified),6,i,i,i,-10,i,i,5,i,i,i
O=C1CCCN1CC(O)CS(=O)(=O)Cc1ccc(Cl)c(Cl)c1 (stereo unspecified),3,i,i,i,-6,i,i,3,i,i,i
CCc1nnc(NC(=O)c2c(OC)cccc2OC)s1,2,i,i,i,-8,i,i,2,i,i,i
Cc1nc(Nc2cccc(C(F)(F)F)c2)nc2c1C(=O)CC(C)C2 (stereo unspecified),-8,i,i,i,-6,i,i,.,i,i,i
O=C(Nc1ccc(F)cc1)/C(=C1/CCCCCN1)[N+](=O)[O-],-12,i,i,i,-6,i,i,-3,i,i,i
Cc1nn(-c2ccc(F)cc2)c(C)c1NS(=O)(=O)c1ccc2ccccc2c1,-4,i,i,i,0,i,i,9,i,i,i
Cc1ccccc1-n1c(Cn2c(=O)sc3ccccc32)nnc1SCC(N)=O,0,i,i,i,-4,i,i,3,i,i,i
COc1ccc2o/c(=N/NC(=S)Nc3ccccc3)c(C(N)=O)cc2c1,.,i,i,.,-13,i,i,2,i,i,i
Cc1ccc(C(=O)/C=C/Nc2ccccc2C(N)=O)cc1,-4,i,i,i,-2,i,i,32,i,i,i
COc1cccc(/C=N/Nc2ccnc(=O)[nH]2)c1O,3,i,i,i,-6,i,i,?,i,i,i
Cc1ccc(S(=O)(=O)N(C)c2ccc(C(=O)Nc3c(C)n(C)n(-c4ccccc4)c3=O)cc2)cc1,-4,i,i,i,-5,i,i,-2,i,i,i
CC1CCCCC1NCC#CCOc1ccc(Cl)cc1 (stereo unspecified),-1,i,i,i,-10,i,i,-1,i,i,i
Cc1c(C(=O)Nc2cc(F)cc(F)c2)cnn1-c1ccccc1,-2,i,i,i,-3,i,i,4,.,i,i
O=C(O)C1CCCN1c1ncnc2ccccc12 (stereo unspecified),2,i,i,i,-4,i,i,8,i,i,i
COc1ccccc1CNS(=O)(=O)c1c(C(=O)N2CCCCCC2)c(C)n(C)c1C,-4,i,i,i,-13,i,i,2,i,i,i
CCCC(=O)Nc1sc2c(c1C(=O)OC)C(C(=O)OC)CC2 (stereo unspecified),6,i,i,i,-4,i,i,3,i,i,i
Nc1ccc(N2CCN(c3ccc(F)cc3)CC2)cc1,-4,i,i,i,-7,i,i,-2,i,i,i
O=C(CSc1nnc(Cn2nnc(-c3ccccc3)n2)n1-c1ccccc1)Nc1ccc(F)cc1,-6,i,i,i,-12,i,i,7,i,i,i
CC(C)C[C@H](NC(=O)N1CCn2c1nc1ccccc12)C(=O)NCc1ccc2c(c1)OCO2,1,i,i,i,-10,i,i,-18,i,i,i
CC(C)NC(=O)c1cc2cc(Br)ccc2oc1=O,14,i,i,i,-6,i,i,4,i,i,i
Cc1cc[n+](C(C)C(=O)c2ccc(Cl)cc2)cc1 (stereo unspecified),-2,i,i,i,-11,i,i,3,i,i,i
Cc1cc(/C=N/n2cnnc2)c(C)n1-c1ccc(Cl)cc1Cl,0,10*,i,i,-11,i,i,-9,i,i,i
CCN(CC)S(=O)(=O)c1cccc(C(=O)OCC(=O)c2ccc3c(c2)OCCO3)c1,-2,i,i,i,-3,i,i,8,i,i,i
Cc1ccc(-c2csc(NC(=O)c3ccccc3F)c2C(=O)O)cc1,-9,i,i,i,-5,i,i,-3,.,i,i
CCOC(=O)c1cc([N+](=O)[O-])c([N+](=O)[O-])cc1NC(C)=O,3,i,i,i,-19,i,i,31,i,i,i
O=C(COc1ccc(S(=O)(=O)NC2CCCCC2)cc1Cl)NCC1CCCO1 (stereo unspecified),-1,i,i,i,-5,i,i,-7,i,i,i
COc1ccc(OC)c(NC(=O)N2CCCC(C)C2)c1 (stereo unspecified),0,i,i,i,-4,i,i,.,i,i,i
CC1CCN(C(=O)CCNS(=O)(=O)c2ccc(Cl)cc2)CC1,-2,i,i,i,-4,i,i,-5,i,i,i
O=C(NCc1ccccc1)c1onc(CS(=O)(=O)c2ccc(Cl)cc2)c1C(=O)NCc1ccccc1,2,i,i,i,-8,i,i,-1,i,i,i
CC(C)C(=O)Nc1cccc(-c2csc(-c3ccccc3)n2)c1,0,i,i,i,-3,i,i,20,i,i,i
O=c1ccnc(S/C=C/c2ccccc2)[nH]1,0,i,i,i,-2,i,i,10,i,i,i
O=C1C2CC=CCC2C(=O)N1c1ccc(Cc2ccncc2)cc1 (stereo unspecified),-6,i,i,i,5.0*,i,i,5,i,i,i
COc1ccc(/C(O)=C2/C(=O)C(=O)N(c3nc(C)c(C)s3)C2c2ccco2)cc1 (stereo unspecified),-8,i,i,i,-1,i,i,8,i,i,.
O=C(CNC(=O)c1cccc(Br)c1)N/N=C/c1cn[nH]c1-c1ccccc1,-2,i,i,i,-7,i,i,-1,i,i,i
Nc1nc(SCC(=O)NC2CCCC2)[nH]c(=O)c1NC(=O)c1cccs1,0,i,i,i,-11,i,i,-6,i,i,i
COc1ccc(CN=CC2=C(O)CNC2=O)cc1,0,i,i,i,-7,i,i,-13,i,i,i
CCOC(=O)c1sc2ncn(CC(=O)NCC3CCCO3)c(=O)c2c1C (stereo unspecified),.,i,i,i,-1,i,i,-6,i,i,i
O=C(Nc1ccc(Cl)c(C(F)(F)F)c1)[C@@H]1CC=C[C@@H]2CCN(Cc3ccc(Cl)c(Cl)c3)C(=O)[C@@H]21,-1,i,i,i,-8,i,i,-5,i,i,i
Cc1nc(-c2cccc(NS(=O)(=O)c3ccc4ccccc4c3)c2)cs1,-3,i,i,i,-5,i,i,4,i,i,i
C/C(=N\O)C(=O)OC1CC(C)CCC1C(C)C (stereo unspecified),7,i,i,i,-8,13*,i,-1,i,i,i
Cc1cc(OCC(=O)NN2C(=O)c3ccccc3C2=O)ccc1Cl,-3,i,i,i,-4,i,i,0,i,i,i
O=C(CSCC(=O)N1CCCCC1)Nc1nc(-c2ccc(Cl)s2)cs1,0,i,i,i,-10,i,i,-3,i,i,i
COc1ccc(N=Nc2cc(C)c(O)c(CN3CCCCC3)c2)cc1,.,i,i,i,-8,i,i,9,i,i,i
CCOC(=O)CNC(=O)c1cccnc1,-9,i,i,i,-4,i,i,13,i,i,i

Further records follow.
canonical_smiles,DYRK1A inh,KCNQ1 act,TRPC4 act,KCNK3 block,hERG rescue,TRPC4 potent,KCNQ1 block,Platelet DG rel,PolyA inhibitor,KCNK9 block,TRPC4 block
Cc1csc(NC(=O)c2ccccc2[N+](=O)[O-])n1,0,i,i,i,-7,i,i,-4,i,i,i
Cn1cccc1C(=O)OCC(=O)N1c2ccccc2NC(=O)C1(C)C,-6,i,i,i,-11,i,i,-1,i,i,i
CCC1=NN(C(=O)Cc2ccccc2)C(O)(c2ccncc2)C1 (stereo unspecified),2,i,i,i,-11,i,i,-4,i,i,i
Cc1cc(NC(=S)NC(=O)/C=C/c2ccc(S(=O)(=O)N3CCOCC3)cc2)ccc1Br,-47,i,i,i,-8,i,i,-1,i,i,i
Cc1ccc(OCc2cc(C(=O)NC3CCc4ccccc43)no2)cn1 (stereo unspecified),2,i,i,i,-8,i,i,-4,i,i,i

Entries listed above that bear a hit mark in KCNQ1 act:
Structure	DYRK1A inh	KCNQ1 act	TRPC4 act	KCNK3 block	TRPC4 potent	KCNQ1 block	Platelet DG rel	PolyA inhibitor	KCNK9 block	TRPC4 block
Cc1cc(/C=N/n2cnnc2)c(C)n1-c1ccc(Cl)cc1Cl	0	10*	i	i	i	i	-9	i	i	i
